MITF primary: inhibitors of human MITF | O75030 | AlphaScreen MITF homodimerization, bead proximity signal | inhibition, % at 2.6 µM | hit rate 0.91% among 650,000 | AID 1259374; in the data active means inhibition above about 50%;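 further: 0% = vehicle wells with protein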
Target sequence (O75030 whole entry, looked up): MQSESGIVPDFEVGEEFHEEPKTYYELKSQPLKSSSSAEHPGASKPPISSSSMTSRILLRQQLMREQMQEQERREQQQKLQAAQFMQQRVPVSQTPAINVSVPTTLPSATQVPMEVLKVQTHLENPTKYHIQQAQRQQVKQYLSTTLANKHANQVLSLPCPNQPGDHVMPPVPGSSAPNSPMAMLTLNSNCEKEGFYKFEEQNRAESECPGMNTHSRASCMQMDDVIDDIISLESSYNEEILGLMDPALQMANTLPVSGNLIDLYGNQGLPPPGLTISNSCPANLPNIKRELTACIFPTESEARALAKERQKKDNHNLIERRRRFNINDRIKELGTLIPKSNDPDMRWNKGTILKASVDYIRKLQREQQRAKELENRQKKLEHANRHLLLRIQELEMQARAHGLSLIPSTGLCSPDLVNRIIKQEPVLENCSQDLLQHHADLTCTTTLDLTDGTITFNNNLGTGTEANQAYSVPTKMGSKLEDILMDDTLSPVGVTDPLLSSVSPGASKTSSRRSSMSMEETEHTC
FBW7 act: activators of human E3 ligase FBW7; Q969H0; hit rate 0.13% among 650,000; AID 1259310; normalized activity (activation), % at 26.1 µM; AlphaScreen FBW7–phospho-cyclin E peptide binding, activator screen; in the data active means normalized activity above about 1.9%;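 further: purified mutant Fbw7 with reduced substrate affinity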
TEAD-YAP inh: TEAD-YAP interaction inhibition; HEK-TIYL cells, TEAD-Gal4/YAP UAS-luciferase luminescence; inhibition, % at 9.12 µM; hit rate 1.4% among 640,000; in the data active means inhibition above about 32%;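 further: 0% = median of test compound wells and 100% = reference inhibitor wells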
GPR151 activ: activates the human receptor GPR151; Q8TDV0; PathHunter beta-arrestin GPR151 cells, luminescence; activation, % at 11.2 µM; hit rate 1% among 650,000; AID 1508602; in the data active means activation above about 4.9%;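 further: 0% = median of compound wells and 100% = cells with positive control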
Target sequence (Q8TDV0 whole entry, looked up): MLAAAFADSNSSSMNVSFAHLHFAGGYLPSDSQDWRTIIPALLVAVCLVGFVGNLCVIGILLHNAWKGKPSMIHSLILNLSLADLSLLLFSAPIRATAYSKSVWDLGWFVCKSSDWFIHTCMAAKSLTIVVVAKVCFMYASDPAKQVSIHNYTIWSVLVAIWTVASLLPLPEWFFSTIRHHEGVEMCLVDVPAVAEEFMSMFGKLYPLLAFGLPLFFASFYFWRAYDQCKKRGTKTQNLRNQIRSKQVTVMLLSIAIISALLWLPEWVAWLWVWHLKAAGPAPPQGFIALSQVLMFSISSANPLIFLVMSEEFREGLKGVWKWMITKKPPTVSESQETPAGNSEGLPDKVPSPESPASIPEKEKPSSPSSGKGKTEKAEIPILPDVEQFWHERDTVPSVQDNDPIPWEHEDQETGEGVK
* marks the source's active call; other numbers are inactive results; x = no result given.

1: COc1ccc(-c2nnc(NC(=O)c3ccc(S(=O)(=O)N4CCCCC4)cc3)o2)cc1
2: CC(Sc1nncn1C)C(=O)Nc1nnc(C(C)C)s1 (configuration not stated)
3: CCOC(=O)c1c(C)[nH]c(C(=O)N/N=C\c2ccccc2)c1C
4: COc1ccc2nc(N(CCn3cccn3)C(=O)c3cc4ccccc4o3)sc2c1
5: COc1ccc(C(=O)N/C(=C\c2cccc([N+](=O)[O-])c2)C(=O)NCCc2c(C)[nH]c3ccccc23)cc1

Compound	1	2	3	4	5
MITF primary	-0.9	-2.5	18.1	9.9	0.5
FBW7 act	0.0	0.0	0.1	0.2	0.0
TEAD-YAP inh	6.5	-3.6	17.5	-3.0	5.9
GPR151 activ	0.1	0.6	-0.6	-1.8	1.4

6: CN1CCN(C(=O)c2ccc(NCc3ccc(F)cc3)c(S(=O)(=O)Nc3cc(F)ccc3F)c2)CC1
7: O=C(c1cccc2ccccc12)N1CCCCCC1
8: O=C(CCc1ccccc1)Nc1cccc(NS(=O)(=O)c2ccccc2)c1
9: CCOc1ccc(C(c2nnnn2CCOC)N2CCN(c3ccccc3F)CC2)cc1 (configuration not stated)
10: Cc1ccc(-c2nnc(NC(=O)c3cccc(Cl)c3)s2)cc1

Compound	6	7	8	9	10
MITF primary	1.2	5.7	19.9	-7.6	10.1
FBW7 act	0.1	0.0	0.8	-0.1	-0.1
TEAD-YAP inh	-6.0	0.9	2.3	-0.8	8.1
GPR151 activ	-0.6	-0.5	-0.3	3.1	-1.0

11: CCCCOc1ccc(/C=C/C(=O)O)cc1OC
12: Cc1csc2ncc(C(=O)NC(CO)CC(C)C)c(=O)n12 (configuration not stated)
13: O=C1CCCN1CCn1cnc2c(NCc3ccccc3)nc(Nc3ncccn3)nc21
14: O=C(CCS(=O)(=O)c1ccc2c(c1)OCC(=O)N2)NCc1cccnc1
15: CCCCc1nn2c(=O)cc(O)nc2s1

Compound	11	12	13	14	15
MITF primary	0.5	12.3	-7.3	15.0	10.5
FBW7 act	-0.1	-0.2	-0.2	0.5	0.2
TEAD-YAP inh	0.5	-12.4	1.0	2.2	14.4
GPR151 activ	1.7	1.3	1.3	-0.4	-0.8

16: CCN(CC)C1CCN(C(=O)CCc2nnc(CCc3ccccc3)o2)C1 (configuration not stated)
17: CCCNc1ncnc2c1nc(-c1ccc3[nH]ccc3c1)n2C(C)C
18: CN1C(=O)CCC12CCN(C1Cc3ccccc3C1)CC2
19: CCCOc1c(I)cc(/C=N/O)cc1OC
20: O=C1N[C@@H](CO)C(=O)N2CCN(Cc3ccccc3Cl)C[C@H]12

Compound	16	17	18	19	20
MITF primary	6.2	16.0	-13.1	14.4	14.2
FBW7 act	0.0	0.1	0.1	0.3	0.1
TEAD-YAP inh	3.4	2.2	3.7	1.0	-1.6
GPR151 activ	0.4	-1.1	-0.9	-1.1	0.2

21: Cc1ccc(/C(O)=C/c2nc3nonc3[nH]c2=O)cc1C
22: O=C(NCCC1=CCCCC1)c1ccc(CNc2nc(=S)[nH]c3ccccc23)cc1
23: CCOc1cccc(N2C(=O)CC(N3CCN(C45CC6CC(CC(C6)C4)C5)CC3)C2=O)c1 (configuration not stated)
24: CC1CCCN(C(=O)c2ccc3c(=O)n(Cc4ccc5c(c4)OCO5)c(=S)[nH]c3c2)C1 (configuration not stated)
25: CCN(CC)S(=O)(=O)c1ccc2c(c1)N(CC(=O)NC(C)C)C(=O)CO2

Compound	21	22	23	24	25
MITF primary	9.6	6.4	0.6	-1.2	6.0
FBW7 act	-0.2	-0.1	0.0	0.4	-0.1
TEAD-YAP inh	-0.8	5.5	2.9	9.5	0.0
GPR151 activ	-0.9	-2.1	-1.2	0.7	0.6

26: Cc1ccc(/C(O)=C2/C(=O)C(=O)N(c3ccc(O)cc3)C2c2ccc([N+](=O)[O-])cc2)cc1 (configuration not stated)
27: COc1cc(C2C(C#N)=C(N)Oc3n[nH]c(-c4ccc5c(c4)OCO5)c32)ccc1OC(=O)c1ccco1 (configuration not stated)
28: N#Cc1c(N)oc2c(-c3ccc(Br)cc3)c3c(C#N)c(N)oc3cc12
29: Cc1ccc(S(=O)(=O)N2CC(=O)N(CCc3ccccc3)C(=O)C2)cc1[N+](=O)[O-]
30: CN(Cc1ccccc1)C1=CC(=[N+]2CCCC2)CC(C)(C)C1

Compound	26	27	28	29	30
MITF primary	22.7	10.9	12.7	-7.8	-3.4
FBW7 act	0.2	0.0	0.0	0.2	-0.2
TEAD-YAP inh	10.8	4.1	-5.7	4.4	80.2*
GPR151 activ	2.2	1.4	-0.1	-0.2	1.4

31: O=C(CNC(=O)C1CCCCC1)NNC(=O)c1cc(-c2ccccc2)n[nH]1
32: O=C(CCCn1c(SCc2cc(=O)n3cc(Cl)ccc3n2)nc2ccccc2c1=O)NCc1cccc(Cl)c1
33: Cc1ccc(NC(=O)CN2C(=O)C(C)(C)Oc3ccc(C(=O)NC(C)C)cc32)c(C)c1
34: O=C(O)c1ccc(-c2cnn3c(NCc4ccc5c(c4)OCO5)ccnc23)cc1
35: Cc1ccc(NS(=O)(=O)c2c(C)[nH]c(=O)[nH]c2=O)cc1N(C)C

Compound	31	32	33	34	35
MITF primary	22.7	0.8	18.2	2.9	0.7
FBW7 act	0.1	0.2	0.3	0.0	0.1
TEAD-YAP inh	-4.8	-10.1	2.5	-7.5	-3.9
GPR151 activ	-0.6	1.8	2.4	-0.9	-0.8

36: O=c1c2cc(Cl)ccc2[nH]c(=S)n1Cc1ccc2c(c1)OCO2
37: COc1ccc(OCCNc2cc(N3CCN(CCO)CC3)ccc2[N+](=O)[O-])cc1
38: Cc1cc(/C=C2\NC(=S)NC2=O)c(C)n1-c1ccc(N(C)C)cc1
39: NC(=O)C1CCN(C(=O)/C=C/C(=O)N2CCCc3ccccc32)CC1
40: CCCCOc1ccc(-c2ccc(C(N)=O)cc2)cc1

Compound	36	37	38	39	40
MITF primary	0.4	-10.1	18.0	2.3	17.3
FBW7 act	-0.3	0.0	0.6	0.0	0.1
TEAD-YAP inh	9.5	-13.3	-9.3	-6.5	-9.6
GPR151 activ	2.4	0.8	-1.0	0.8	-0.2

41: Cc1cccn2c(=O)c3cc(C(=O)NC4CCCCC4)n(C)c3nc12
42: COc1cccc2sc(NCc3ccccc3)nc12
43: O=c1oc2ccccc2c(O)c1/C=N/c1ncccn1
44: CCOC(=O)C1=C(C)NC2=C(C(=O)CC(c3ccc(OC)c(OC)c3)C2)C1c1ccccc1Br (configuration not stated)
45: Cc1ccnc(Sc2ccc(NS(=O)(=O)c3ccc4oc(=O)ccc4c3)cc2)n1

Compound	41	42	43	44	45
MITF primary	-2.3	20.2	16.4	-19.1	-2.9
FBW7 act	-0.2	0.0	0.2	-0.1	0.0
TEAD-YAP inh	1.5	-1.6	3.4	2.7	1.7
GPR151 activ	-0.2	0.5	3.7	0.6	-1.5

46: Cc1ccc(S(=O)(=O)N/N=C/c2sc3ccccc3c2O)cc1
47: Nc1ccc(-c2nnn(CC(=O)NCCc3ccccc3)n2)cc1
48: CCOc1ccc(/C=C/C(=O)Nc2ccc3c(c2)OCCO3)cc1OC
49: Cc1cc(Cl)ccc1OCC(O)CNC1CCCC1 (configuration not stated)
50: CN(C(=O)C1CCOC1)c1nnc(-c2cccnc2)s1 (configuration not stated)

Compound	46	47	48	49	50
MITF primary	22.4	-9.6	-7.5	21.5	7.5
FBW7 act	-0.1	0.1	0.0	0.5	0.1
TEAD-YAP inh	51.0*	3.4	8.4	20.6	3.8
GPR151 activ	-0.8	-0.2	1.1	1.1	2.6

51: O=C(O)C1C2C=CC(C2)C1C(=O)Nc1ccccc1F (configuration not stated)
52: CCN(CCN(C)C)C(=O)Cn1ncc2c1-c1ccccc1OC2
53: Cc1[nH]c(=O)[nH]c(=O)c1S(=O)(=O)NCCc1ccc(Cl)cc1
54: CCOc1ccccc1C(=O)Nc1nc(-c2ccc3c(c2)CCN3S(C)(=O)=O)cs1
55: O=C(Cn1cnc([N+](=O)[O-])n1)c1cccs1

Compound	51	52	53	54	55
MITF primary	0.5	1.4	-3.2	12.4	8.9
FBW7 act	0.0	0.0	0.0	0.2	-0.1
TEAD-YAP inh	-1.9	-1.6	4.2	2.2	-8.9
GPR151 activ	4.3	2.4	0.7	-2.0	0.2

56: Cc1onc(-c2ccccc2Cl)c1C(=O)N1CCN(S(=O)(=O)C2CC2)CC1
57: Cn1c(=NC(=Nc2ccccc2)c2ccccc2)sn(-c2ccccc2)c1=S
58: CCn1ccc(C(=O)Nc2ccc(S(=O)(=O)Nc3ccccc3OC)cc2)n1
59: CC(=O)N(Cc1ccc(F)cc1)Cc1cccnc1
60: Cc1cccc(NC(=O)CC[C@H]2CN(Cc3cccnc3)CC[C@H]2N2CCCC2)c1

Compound	56	57	58	59	60
MITF primary	0.5	14.8	8.8	-5.9	6.5
FBW7 act	-0.3	0.1	0.0	-0.1	0.0
TEAD-YAP inh	-8.4	12.0	2.7	13.2	8.8
GPR151 activ	0.4	0.5	-0.3	3.2	0.1

61: COCC1OC(OC)C(NC(C)=O)C(OC)C1O (configuration not stated)
62: COC(=O)c1cc(C(=O)OCC(=O)Nc2ccccc2C(F)(F)F)cc([N+](=O)[O-])c1
63: CCOC(=O)C1C(c2ccccc2)C(C(=O)OCC)C1c1ccccc1 (configuration not stated)
64: Cc1cc(=O)n2[nH]c(Cc3ccccc3)nc2n1
65: COCCNc1nc(-c2ccccc2)nc2ccccc12

Compound	61	62	63	64	65
MITF primary	14.1	3.1	0.2	-11.3	-3.3
FBW7 act	0.1	0.3	0.2	0.1	-0.1
TEAD-YAP inh	12.8	3.2	0.6	-0.8	19.2
GPR151 activ	-0.5	-1.1	0.5	-1.2	-0.3

66: CCCCC/C=C\C\C=C/C=C/C=C/[C@@H](SCC(NC(=O)CCC(N)C(=O)O)C(=O)O)[C@@H](O)CCCC(=O)O (some centres not stated)
67: CN(C)c1ccc(C=Nc2cccc(C(N)=O)c2)cc1
68: CCOc1ccc(-n2nc(C(=O)Nc3cccc(C(F)(F)F)c3)c3ccccc3c2=O)cc1
69: CCc1cc(-c2nc(N)ncc2-c2csc(C)n2)c(O)cc1OC
70: C=CCn1c(SCCC)nc2sc3c(c2c1=O)CCc1ccccc1-3

Compound	66	67	68	69	70
MITF primary	-13.3	6.0	6.5	-5.8	5.1
FBW7 act	x	-0.1	-0.1	0.0	0.1
TEAD-YAP inh	x	16.5	10.2	-12.2	2.2
GPR151 activ	-2.8	-0.5	-1.6	-0.3	0.7

Ten entries from above, set out differently:
Order of results: MITF primary	FBW7 act	TEAD-YAP inh	GPR151 activ
[61] COCC1OC(OC)C(NC(C)=O)C(OC)C1O (configuration not stated)
  14.1	0.1	12.8	-0.5
[62] COC(=O)c1cc(C(=O)OCC(=O)Nc2ccccc2C(F)(F)F)cc([N+](=O)[O-])c1
  3.1	0.3	3.2	-1.1
[63] CCOC(=O)C1C(c2ccccc2)C(C(=O)OCC)C1c1ccccc1 (configuration not stated)
  0.2	0.2	0.6	0.5
[64] Cc1cc(=O)n2[nH]c(Cc3ccccc3)nc2n1
  -11.3	0.1	-0.8	-1.2
[65] COCCNc1nc(-c2ccccc2)nc2ccccc12
  -3.3	-0.1	19.2	-0.3
[66] CCCCC/C=C\C\C=C/C=C/C=C/[C@@H](SCC(NC(=O)CCC(N)C(=O)O)C(=O)O)[C@@H](O)CCCC(=O)O (some centres not stated)
  -13.3	x	x	-2.8
[67] CN(C)c1ccc(C=Nc2cccc(C(N)=O)c2)cc1
  6.0	-0.1	16.5	-0.5
[68] CCOc1ccc(-n2nc(C(=O)Nc3cccc(C(F)(F)F)c3)c3ccccc3c2=O)cc1
  6.5	-0.1	10.2	-1.6
[69] CCc1cc(-c2nc(N)ncc2-c2csc(C)n2)c(O)cc1OC
  -5.8	0.0	-12.2	-0.3
[70] C=CCn1c(SCCC)nc2sc3c(c2c1=O)CCc1ccccc1-3
  5.1	0.1	2.2	0.7

(continued)
71: O=C(Nc1nccs1)C12CC3CC(CC(C3)C1)C2
72: COCCNc1c(-c2ccccc2)nc2cnccn12
73: CC(C)C(=O)NC(C)c1nnc2n1CCN(Cc1cc3ccccc3[nH]1)CC2 (configuration not stated)
74: NC(=O)c1cnn(-c2ccnc(NC(=O)Cc3ccc(F)cc3)c2)c1
75: CCCCc1c(C)c(C#N)c2nc3ccccc3n2c1N1CCN(c2ccc(C)cc2)CC1

Compound	71	72	73	74	75
MITF primary	16.9	-3.2	-12.7	-16.6	-1.0
FBW7 act	0.0	0.0	-0.1	0.5	-0.1
TEAD-YAP inh	9.7	-6.5	-15.9	75.5*	-14.5
GPR151 activ	-0.9	0.6	-1.0	0.1	-1.7

76: Cc1ccc(C23CC4CC(CC(C(=O)NCC56CC7CC(CC(C7)C5)C6)(C4)C2)C3)cc1
77: CCOC(=O)CSc1nc2ccsc2c(=O)n1Cc1ccco1
78: CCN(CCN(C)C)Cc1cccc(Cl)c1Cl
79: COc1ccc(S(=O)(=O)N2CCC3(CC2)CC(=O)c2ccccc2O3)cc1
80: O=C(COC(=O)c1ccc(O)cc1)c1ccc(F)c(F)c1
81: O=C(CCNS(=O)(=O)c1ccccc1F)NC1CCCCCC1

Compound	76	77	78	79	80	81
MITF primary	-1.4	-7.3	75.0*	13.8	2.4	-6.4
FBW7 act	0.0	-0.1	-0.1	-0.1	0.7	0.1
TEAD-YAP inh	-2.3	3.9	3.6	11.4	-71.6	-4.3
GPR151 activ	2.5	1.4	-0.7	0.0	-4.9	0.1

No enrichment for hits. Share with any hit: about 3.4%.
